Screening results as filed in PubChem.
CHX counter: counter-screen for Shiga toxin inhibitors: cycloheximide protein synthesis inhibition; AID 2314; 300,000 tested, 12% active; cell reporter, cycloheximide protein synthesis inhibition counterscreen; max response, %; in the data active = max response mostly above about 13%, no sharp cut-off; inactive = mostly below about 14%; also: read at 38.3 µM for the half of the compounds with a filed dose; 0% is about no effect
HCMV antiviral: human cytomegalovirus inhibition | HFF cells, HCMV-luciferase reporter, 72 h; stronger effect = lower value | activity change, negative = inhibition, % at 57.5 µM | 410,000 tested, 4.5% active | AID 1259415; in the data active = activity change below about -60%; inconclusive = no clear call, values can overlap the other calls; inactive = above about -39%; also: % is scaled to controls: 0 for no effect and ±100 for the full control effect
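Two compound doses tested in HFFs infected with HCMV-luciferase, MOI 1 PFU/cell, 72 h at 37C. Lysate luminescence read with OneGlo; data normalized against buffer-only and 10uM Salinomycin inhibitor controls.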
AmpC inh detg: blocks E. coli AmpC beta-lactamase in detergent assay; AmpC hydrolysis of nitrocefin, absorbance 480 nm, 0.01% Triton; AID 485294; Potency, µM (series often up to 114 µM), without a hit: top-dose activity change, negative = inhibition, most hits filed as inhibitors; 370,000 tested, 0.041% active;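 also: potency is read from the fitted curve at half-maximal effect; 0% = no-compound wells and -100% = no-enzyme wells; nearly all actives have a fitted effect of over 25% in size; some results filed as inactive show a strong effect at the top dose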
Target sequence (P00811 whole entry, looked up): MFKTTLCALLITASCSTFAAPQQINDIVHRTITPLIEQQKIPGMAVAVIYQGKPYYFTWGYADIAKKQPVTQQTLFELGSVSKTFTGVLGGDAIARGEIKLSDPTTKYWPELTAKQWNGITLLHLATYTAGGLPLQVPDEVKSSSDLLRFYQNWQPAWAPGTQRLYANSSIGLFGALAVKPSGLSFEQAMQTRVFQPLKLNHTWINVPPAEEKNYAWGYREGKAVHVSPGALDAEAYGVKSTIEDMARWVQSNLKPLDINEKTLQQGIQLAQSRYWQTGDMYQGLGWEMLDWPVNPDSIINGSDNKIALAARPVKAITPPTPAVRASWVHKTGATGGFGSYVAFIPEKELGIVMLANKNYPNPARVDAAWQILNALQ
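AmpC (5.3 nM in the dispensed reagent) in 20 mM phosphate pH 7.0 with 0.01% (detergent screen) or 0.0001% Triton X-100 was preincubated with compounds for 15 min at room temperature. Nitrocefin was then added from an 800 uM solution, and hydrolysis was followed at 480 nm.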
FBPA Giardia inh: inhibitors of Giardia lamblia fructose-1,6-bisphosphate aldolase; A8B2U2; purified Giardia FBPA; Potency, µM (top dose mostly 59.6 µM), inactives show at the highest dose activity, negative = inhibition, hits mostly inhibitors; 290,000 tested, 0.71% active; AID 2451; also: potency is read from the fitted curve at half-maximal effect; % is scaled to controls: 0 for no effect and ±100 for the full control effect; nearly all actives have a fitted effect of over 55% in size
Target sequence (A8B2U2 whole entry, looked up): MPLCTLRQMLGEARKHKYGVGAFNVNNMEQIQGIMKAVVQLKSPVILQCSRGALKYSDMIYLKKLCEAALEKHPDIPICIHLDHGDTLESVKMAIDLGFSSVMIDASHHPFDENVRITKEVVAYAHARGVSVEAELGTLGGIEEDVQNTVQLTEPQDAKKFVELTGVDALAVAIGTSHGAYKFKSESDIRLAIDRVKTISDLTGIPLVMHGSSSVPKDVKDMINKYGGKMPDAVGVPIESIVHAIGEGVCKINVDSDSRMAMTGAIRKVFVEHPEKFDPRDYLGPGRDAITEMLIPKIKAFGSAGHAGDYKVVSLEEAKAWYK
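40 nM FBPA preincubated 10 min at RT with compound (up to 57.5 uM final), then substrate plus GAPDH/TPI/NAD/arsenate coupling and diaphorase/resazurin added. Fluorescence read after 20 min at RT, 525/598 nm.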
AmpC inh no detg: AmpC beta-lactamase inhibition without detergent; P00811; AmpC nitrocefin hydrolysis, absorbance 480 nm, 0.0001% Triton; Potency, µM (series often up to 57.1 µM), for inactives: top-dose activity change, negative = inhibition, hits mostly inhibitors; 330,000 tested, 0.52% active; AID 485341;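 also: potency is read from the fitted curve at half-maximal effect; plate controls were no compound for no effect and no enzyme for full effect; nearly all actives have a fitted effect of over 20% in size; some results filed as inactive show a strong effect at the top dose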
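AmpC (5.3 nM in the dispensed reagent) in 20 mM phosphate pH 7.0 with 0.01% (detergent screen) or 0.0001% Triton X-100 was preincubated with compounds for 15 min at room temperature. Nitrocefin was then added from an 800 uM solution, and hydrolysis was followed at 480 nm.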
AMA1-RON2 inh: AMA1-RON2 (P. falciparum) interaction inhibition; Potency, µM (highest dose often 58.2 µM), inactives show at the highest dose activity change, negative = inhibition, actives largely listed as inhibitors; AlphaScreen AMA1-biotinylated RON2 peptide binding; 360,000 tested, 0.2% active;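 also: potency is read from the fitted curve at half-maximal effect; 0% = vehicle wells and -100% = peptide control; nearly all actives have a fitted effect of over 45% in size; some results filed as inactive show a strong effect at the top dose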
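AMA1 (3D7) with his tag at 25 nM final met compounds first, then biotinylated RON2 peptide at 25 nM; detection used donor plus acceptor beads, 10 µg/mL apiece, read by AlphaScreen after 30 min at room temperature.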
Shiga inhibitor: blocks Shiga toxin action in Vero cells. Vero cells, Shiga toxin protein synthesis inhibition reporter. inhibition, % at 38.7 µM. 290,000 tested, 9.2% active. AID 2315; in the data active = inhibition mostly above about 28%, no sharp cut-off; inactive = mostly below about 43%; also: 0% is about no effect
Starred values were filed as active, the others as inactive; ? = inconclusive; . = no result given; & = joins results of further samples; [ ] = dose if it differs, or a comment. Unless noted, calls follow the shape of the dose curve; as a rule, active = well fitted curve in the direction sought with a large enough effect; inconclusive = small, poorly fitted or top-dose-only effect, or another doubt; inactive = no such curve, though single readings can be large; an effect the other way counts as inactive or inconclusive. Rows were taken by chance; overall some 16% were active at least once.

SMILES	CHX counter	HCMV antiviral	AmpC inh detg	FBPA Giardia inh	AmpC inh no detg	AMA1-RON2 inh	Shiga inhibitor
CCOC(=O)c1sc(=S)n(CC)c1NC(=O)c1ccccc1C	0.4	23.9	-11.2%	7.1%	-24.2%	-2.9%	2.0
O=C(c1cnn2c(C(F)F)cc(-c3ccccc3)nc12)N1CCc2ccccc2C1	6.9	?	-4.6%	4.9%	30.6%	32.0%[activator]	-3.2
CCN(CC)c1ccc(C(=O)c2cnc(/N=C/N(C)C)s2)cc1	19.1	-39.7	?	0.9%	81.4%[activator]	16.7%	34.6
CC(C)(C)c1ccc(OCCC(=O)OCC(=O)NCc2ccccc2)cc1	.	-29.3	-6.5%	.	52.9%	15.4%	.
COc1ccc(C(=O)NCc2nnc(SCC(=O)NC3CCCCC3)o2)cc1	-8.9	37.5	1.4%	.	-11.1%	-13.5%	6.3
COc1ccc(CN(C)C(=O)c2ccc(COc3ccccc3)cc2)c(OC)c1	-1.2	-39.2	2.8%	11.7%	68.2%[activator]	?	2.5
Cc1cc(NC(=O)CSc2ccc(F)cc2)no1	11.1	?	?	0.0%	-19.4%	5.3%	29.7
CCc1ccc(NC(=O)C/C(C)=N/NC(=O)COc2ccc(C)cc2Br)cc1	11.4	20.6	-5.6%	.	44.0%	90.8%[activator]	26.1
O=C(c1ccc(=O)oc1)N1CCN(C(c2ccccc2)c2ccccc2)CC1	-5.9	13.9	?	6.8%	-31.1%	-1.7%	10.7
Cc1ccc(S(=O)(=O)NCC2CCC(C(=O)NCc3ccco3)CC2)cc1 (stereo not given)	-2.3	43.6	?	-1.0%	-28.8%	-0.6%	9.3
O=S(=O)(NC1CCN(Cc2ccccc2)CC1)c1cccc2cccnc12	-3.7	20.0	4.2%	8.2%	0.3%	12.1%	-16.8
COc1cc(/C=N/NC(=O)c2cccc(S(=O)(=O)N3CCCCC3)c2)cc(Br)c1O	-0.8	-6.0	-10.6%	-12.1%	-23.6%	10.0%	3.6
COc1ccc(-c2csc(NC(=O)CN3C(=O)NC4(CCCC4)C3=O)n2)cc1OC	.	-34.8	-15.1%	.	-0.4%	-13.1%	.
CNC(=O)CSc1nc(-c2ccccc2)c(-c2ccccc2)[nH]1	-0.5	75.3	-1.5%	1.2%	3.5%	41.3%[activator]	-14.2
CC12CC[C@H]3[C@@H](CCC4(O)C[C@H](O)CCC34/C=N/NC(=O)c3ccccc3O)C1(O)CCC2C1=CC(=O)OC1 (stereo not given in full)	-1.8	0.0	2.5%	-7.6%	17.8%	9.1%	-13.4

Compound profiles, from the list above:
CC12CC[C@H]3[C@@H](CCC4(O)C[C@H](O)CCC34/C=N/NC(=O)c3ccccc3O)C1(O)CCC2C1=CC(=O)OC1 (stereo not given in full) is listed as CHX counter = -1.8; HCMV antiviral = 0.0; AmpC inh detg = 2.5%; FBPA Giardia inh = -7.6%; AmpC inh no detg = 17.8%; AMA1-RON2 inh = 9.1%; Shiga inhibitor = -13.4
CC(C)(C)c1ccc(OCCC(=O)OCC(=O)NCc2ccccc2)cc1 is listed as CHX counter = .; HCMV antiviral = -29.3; AmpC inh detg = -6.5%; FBPA Giardia inh = .; AmpC inh no detg = 52.9%; AMA1-RON2 inh = 15.4%; Shiga inhibitor = .

(list continues)
SMILES	CHX counter	HCMV antiviral	AmpC inh detg	FBPA Giardia inh	AmpC inh no detg	AMA1-RON2 inh	Shiga inhibitor
Cc1n[nH]c(C)c1CN(C)C(=O)C1CCC(=O)N(CC2CCCCC2)C1 (stereo not given)	10.5	5.3	-7.4%	.	1.0%	0.1%	20.6
CCOC(=O)c1cc(C#N)c(SCC(=O)Nc2ccc(C(C)=O)cc2)[nH]c1=O	17.4*	-29.5	-0.5%	14.9%	-28.0%	3.7%	46.9*
Cc1nn(C)c(C)c1S(=O)(=O)N1CCC(C(=O)NC(C)c2ccccc2)CC1 (stereo not given)	-3.3	-30.5	-7.7%	1.0%	-5.9%	4.5%	-10.5
Cc1cccc(C)c1NC(=O)CNC(=O)c1cncc(Br)c1	-0.7	9.3	?	-3.9%	-14.6%	-6.6%	10.9
COc1ccccc1C(=O)COC(=O)c1cnc(C)cn1	.	-14.0	-14.6%	.	-11.7%	-10.5%	.
COc1ccc(Cc2nnc(NC(=O)CS(=O)(=O)c3ccccc3)s2)cc1OC	-0.6	-26.4	-6.9%	-15.5%	-0.4%	1.1%	-0.3
CC(C)(C)c1ccc(C(=O)N2CCC(=O)N([C@H](COCc3ccc(Cl)cc3)Cc3ccccc3)CC2)cc1	-2.5	.	.	0.1%	.	.	-3.8
CCOC(=O)c1cnc(SCC(=O)N2CCC(C(N)=O)CC2)nc1N	-1.4	-4.3	0.4%	-4.4%	-5.3%	8.3%	-5.5
COc1ccc(NC(=O)NN(C(=O)c2ccccc2)C(C)(C)C)cc1	7.6	?	5.8%	6.0%	-18.3%	6.5%	-5.8
CC(=O)Nc1ccc(C2=NN(Cc3nnc(-c4ccccc4)o3)C(=O)SC2)cc1	20.9	12.4	?	0.0%	13.4%	17.1%	16.4*
CC(=O)Nc1ccc(S(=O)(=O)NCC(=O)OCC(=O)N2CCCc3ccccc32)cc1	-0.8	10.8	-15.2%	6.2%	-41.0%	4.1%	15.6
O=C(c1cccc(C(F)(F)F)c1)N(c1ccccn1)C1CCCCC1	5.1	-22.7	6.3%	-8.5%	28.4%	-5.2%	-6.2
Cc1onc(-c2c(Cl)cccc2Cl)c1/C(N)=N/OC(=O)C(C)(C)C	-2.2	7.6	-8.6%	-0.4%	-20.9%	7.2%	-2.9
COc1ccccc1NS(=O)(=O)c1ccc(NC(=O)CCNC(=O)c2ccco2)cc1	-0.8	-11.5	-5.2%	0.3%	-20.6%	4.1%	4.3
Cc1ccccc1CNCc1ccc2c(c1)OCO2	3.4	22.6	2.2%	?	-14.7%	-2.8%	-5.0

Overlap with the part before: 7 compounds, followed by the next part.
SMILES	CHX counter	HCMV antiviral	AmpC inh detg	FBPA Giardia inh	AmpC inh no detg	AMA1-RON2 inh	Shiga inhibitor
COc1ccc(NC(=O)NN(C(=O)c2ccccc2)C(C)(C)C)cc1	7.6	?	5.8%	6.0%	-18.3%	6.5%	-5.8
CC(=O)Nc1ccc(C2=NN(Cc3nnc(-c4ccccc4)o3)C(=O)SC2)cc1	20.9	12.4	?	0.0%	13.4%	17.1%	16.4*
CC(=O)Nc1ccc(S(=O)(=O)NCC(=O)OCC(=O)N2CCCc3ccccc32)cc1	-0.8	10.8	-15.2%	6.2%	-41.0%	4.1%	15.6
O=C(c1cccc(C(F)(F)F)c1)N(c1ccccn1)C1CCCCC1	5.1	-22.7	6.3%	-8.5%	28.4%	-5.2%	-6.2
Cc1onc(-c2c(Cl)cccc2Cl)c1/C(N)=N/OC(=O)C(C)(C)C	-2.2	7.6	-8.6%	-0.4%	-20.9%	7.2%	-2.9
COc1ccccc1NS(=O)(=O)c1ccc(NC(=O)CCNC(=O)c2ccco2)cc1	-0.8	-11.5	-5.2%	0.3%	-20.6%	4.1%	4.3
Cc1ccccc1CNCc1ccc2c(c1)OCO2	3.4	22.6	2.2%	?	-14.7%	-2.8%	-5.0
COc1nc(OC)nc(Oc2ccc([N+](=O)[O-])cc2Cl)n1	-0.8	1.8	-1.4%	-0.1%	-10.3%	-10.8%	1.2
COc1ccc(NC(=O)C2C3CCC4C(CCC32)C4(Cl)Cl)cc1 (stereo not given)	-5.7	24.5	1.0%	0.5%	-42.7%	2.0%	-2.1
COc1ccc(OCc2cc(C(=O)NC3CCOC(C)(C)C3)no2)c2ccccc12 (stereo not given)	96.2*	235.7	-0.7%	.	94.9%[activator]	.	102.9*
CN1OC(c2ccccc2)=C(CO)C1c1ccccc1 (stereo not given)	-1.1	-21.3	?	0.7%	-8.4%	-16.5%	2.9
CC(OC(=O)CNC(=O)c1cccc(F)c1)C(=O)NC1CCCCC1C (stereo not given)	.	-10.9	?	.	-10.5%	7.9%	.
O=C(CCc1nnc(Cc2ccc(-c3ccccc3)cc2)o1)N1CCCC1	-2.6	-39.4	6.0%	1.1%	149.4%[activator]	23.9%	-17.1
Cc1ccc(C2=NN(C(=O)CCC(=O)O)C(c3cccc([N+](=O)[O-])c3)C2)cc1 (stereo not given)	7.3	16.3	-20.5%	3.5%	-15.4%	1.8%	.
Cc1cccc(C)c1NC(=O)C(NS(=O)(=O)c1cccs1)c1ccccc1 (stereo not given)	-3.1	-9.9&-1.5	0.1%&-9.4%	0.1%	-57.0%	5.3%	11.8
O=C1COc2ccc(C(=O)COC(=O)c3ccc4ccccc4n3)cc2N1	3.2	19.9	-7.5%	3.6%	-13.8%	-16.3%	-5.2
CN1C(=O)C(=O)/C(=C(/O)c2ccc(Br)cc2)C1c1ccc(F)cc1 (stereo not given)	0.5	-18.5	?	11.5%	-17.5%	-4.7%	-5.7
COC(=O)C1=C(C)NC=C([N+](=O)[O-])C1c1ccc(OC)cc1 (stereo not given)	-2.9	61.7	-9.1%	3.2%	-52.4%	7.9%	-2.1
COc1ccc(-c2cn3cccnc3n2)cc1NS(=O)(=O)c1ccccc1	-1.2	-0.1	-10.7%	13.5%	22.9%	-5.5%	34.0
CCOC(=O)C1C(=O)C(C(C)=O)C(=O)CC1CC(C)SCC (stereo not given)	4.9	30.0	-20.3%	5.6%	1.8%	-4.2%	8.3
CCCCn1c2nc3ccccc3nc2c2c(=O)n(-c3ccccc3)cnc21	-4.3	-37.9	-12.1%	5.7%	-21.3%	-2.5%	-8.9
O=c1c(/C=N\NS(=O)(=O)c2ccccc2)coc2ccc(Cl)cc12	-1.1	-23.9	0.9%	-17.2%	-39.5%	10.2%	-8.3
CCOC(=O)c1cnc(-n2nc(C)cc2C)nc1NNc1nc(-c2ccccc2)cc(-c2ccccc2)n1	-1.1	.	?	2.0%	-39.9%	-1.1%	-10.9
COc1ccc(/C=N/Nc2cn[nH]c(=O)c2Cl)cc1	29.0*	148.5	-14.4%	-2.8%	-32.2%	-8.1%	59.6
CC1CCCCC1NC(=O)CN1CCC(O)(c2ccc(F)cc2)CC1 (stereo not given)	2.4	-3.8	-2.6%	6.4%	48.8%	-0.2%	-15.5
